NCI-60 one-dose screen, 48 h, at 10 µM unless noted. Numbers give growth in % (100 = growth as untreated, 0 = no growth, -100 = all killed).
LOX IMVI – LOX IMVI melanoma; AID 1794757; actives 7.4% (n = 79,000)
HS 578T – HS 578T breast cancer. actives 4.1% (n = 78,000). AID 1794788
BT-549 – BT-549 breast cancer; actives 4.4% (n = 78,000)
MALME-3M – MALME-3M melanoma; actives 5.8% (n = 78,000)
T-47D – T-47D breast cancer. actives 5% (n = 79,000)
SK-MEL-2 – SK-MEL-2 melanoma; actives 4.7% (n = 77,000)
MCF7 – MCF7 breast cancer; actives 6.3% (n = 82,000)
MDA-MB-231 – MDA-MB-231 breast cancer | actives 5% (n = 81,000) | AID 1794789
Active calls of the source: *. How the source made its calls: active means growth percent below 10; inactive means the rest.

COc1ccc(C(=O)Nc2cccc(-c3cc(=O)c4ccccc4o3)c2)cc1OC was read as LOX IMVI 104.8, HS 578T 91.8, BT-549 99.9, MALME-3M 95.5, T-47D 91.7, SK-MEL-2 105.3, MCF7 90.4 and MDA-MB-231 95.4.
Screening Cc1c(C(N)=O)sc2ncn(Cc3ccccc3)c(=O)c12 returned LOX IMVI 89.6, HS 578T 67.7, BT-549 62.6, MALME-3M 120.1, T-47D 98.1, SK-MEL-2 109.0, MCF7 99.8 and MDA-MB-231 102.2.
`CC[C@@](C)(Nc1ccnc(-c2c[nH]c3ncccc23)n1)C(=O)NCC(F)(F)F` gave LOX IMVI 78.0, BT-549 78.2, MALME-3M 92.6, T-47D 101.7, MCF7 71.9 and MDA-MB-231 69.0.
CC1=CC(=C2C=CC(=O)C=C2)C=C(C)N1C was read as LOX IMVI 63.3, HS 578T 177.8, BT-549 113.7, MALME-3M 112.9, T-47D 93.0, MCF7 100.3 and MDA-MB-231 99.1.
Screening N#Cc1cnn2c(-c3ccc(Cl)cc3)nc(NCCc3ccccc3)nc12 returned LOX IMVI 84.9, HS 578T 99.6, BT-549 100.5, MALME-3M 111.5, T-47D 50.9, SK-MEL-2 89.1, MCF7 79.7 and MDA-MB-231 87.5.
Screening COC(=O)C(=[N+]=[N-])C(=O)c1cccc([N+](=O)[O-])c1 returned LOX IMVI 98.3, HS 578T 102.0, BT-549 79.8, MALME-3M 119.9, T-47D 72.0, SK-MEL-2 93.1, MCF7 92.9 and MDA-MB-231 101.9.
Screening O=C(Nc1ccc(O)c([N+](=O)[O-])c1)Nc1ccc(O)c([N+](=O)[O-])c1 returned LOX IMVI 49.5, HS 578T 81.8, BT-549 71.6, MALME-3M 82.9, T-47D 72.8, SK-MEL-2 91.1, MCF7 63.6 and MDA-MB-231 76.3.
Screening Nc1ccccc1-c1n[nH]c(=O)[nH]c1=O returned LOX IMVI 97.8, HS 578T 92.7, BT-549 110.6, MALME-3M 106.0, T-47D 113.6, MCF7 101.7 and MDA-MB-231 112.6.
Screening COc1ccc(NC(=O)CSc2ccc(-c3ccc(OC)cc3)nn2)cc1 returned LOX IMVI 76.3, HS 578T 46.3, BT-549 88.0, MALME-3M 74.2, T-47D 81.3, SK-MEL-2 105.1, MCF7 98.2 and MDA-MB-231 71.1.
CCCCNC(=O)NS(=O)(=O)c1ccc(N2N=C(c3ccc(C)cc3)CCC2=O)cc1 was read as HS 578T 112.6, BT-549 110.8, T-47D 102.4, SK-MEL-2 120.2, MCF7 89.0 and MDA-MB-231 110.4.
Screening c1cc(-c2nnc3n2CCc2sccc2-3)ccn1 returned LOX IMVI 103.8, HS 578T 101.5, BT-549 102.4, MALME-3M 116.2, T-47D 107.8, SK-MEL-2 107.3, MCF7 101.5 and MDA-MB-231 101.4.
Screening C/C(=C(/c1ccc(Cl)cc1)c1ccc(OCCN)cc1)c1cccc(O)c1 returned LOX IMVI 109.1, HS 578T 98.0, BT-549 111.2, MALME-3M 92.4, T-47D 89.3, SK-MEL-2 117.0, MCF7 85.1 and MDA-MB-231 96.0.
For O=C1NC(c2ccccc2)(c2ccccc2)C(=O)N1Cc1ccc(Cl)cc1 the results were LOX IMVI 80.6, HS 578T 92.0, BT-549 117.5, MALME-3M 98.3, T-47D 76.3, SK-MEL-2 84.4, MCF7 90.9 and MDA-MB-231 83.8.
Screening CCOC(=O)CNc1ccc2c(c1)C(=O)c1ccccc1-2 returned LOX IMVI 103.9, HS 578T 98.7, MALME-3M 95.7, T-47D 94.3, SK-MEL-2 102.5, MCF7 98.7 and MDA-MB-231 105.5.
`CC1=Nc2cnc(Nc3cccc(S(=O)(=O)N4CCC(O)CC4)c3)nc2Nc2ccccc21` gave LOX IMVI 67.7, HS 578T 71.1, BT-549 74.8, MALME-3M 91.1, T-47D 55.8, SK-MEL-2 89.4, MCF7 90.5 and MDA-MB-231 62.7.
Screening COc1ccc(C2=NN3C(C2)c2ccccc2OC32C(=O)Nc3ccccc32)cc1 (stereo unspecified) returned LOX IMVI 99.2, HS 578T 104.4, BT-549 104.6, MALME-3M 99.1, T-47D 101.1, SK-MEL-2 106.0, MCF7 92.6 and MDA-MB-231 102.4.
Screening COc1c(C)c2c(c(O)c1C/C=C(\C)CCC(=O)O)C(=O)OC2 returned LOX IMVI 12.1, HS 578T 72.0, BT-549 35.4, MALME-3M 38.8, T-47D 44.7, SK-MEL-2 43.8, MCF7 23.9 and MDA-MB-231 57.0.
`Cc1cc(=O)oc2cc(OCCCCOc3ccc(/C=C/C(=O)Nc4ccccc4)cc3)ccc12` gave LOX IMVI 89.9, HS 578T 83.0, BT-549 51.9, MALME-3M 80.3, T-47D 69.2, SK-MEL-2 109.9, MCF7 76.1 and MDA-MB-231 95.0.
`CCCCOc1ccc(C(=O)OC(C)CNCCC)cc1N` (stereo unspecified) gave LOX IMVI 96.8, HS 578T 92.6, BT-549 83.0, MALME-3M 93.0, T-47D 91.8, SK-MEL-2 108.5, MCF7 90.9 and MDA-MB-231 94.5.
Screening CC(C)CC(NS(=O)(=O)c1ccc(C(=O)Cc2ccccc2C(=O)O)cc1)C(=O)O (stereo unspecified) returned LOX IMVI 98.2, HS 578T 95.4, BT-549 115.4, MALME-3M 99.5, T-47D 97.3, SK-MEL-2 111.8, MCF7 94.2 and MDA-MB-231 104.7.
Nc1nc(NC2CC2)c2ncn(C3C=CC(CO)C3)c2n1 (stereo unspecified) was read as LOX IMVI 103.4, HS 578T 103.5, BT-549 115.0, MALME-3M 105.2, T-47D 110.2, SK-MEL-2 89.4, MCF7 107.2 and MDA-MB-231 98.5.
For Cc1c(C(=O)O)nnn1-c1nc(-c2ccccc2)cs1 the results were LOX IMVI 44.8, HS 578T 92.3, BT-549 95.5, MALME-3M 100.0, T-47D 93.4, SK-MEL-2 86.8, MCF7 97.8 and MDA-MB-231 68.7.
O=C(O)c1ccc(NC(=O)c2ccc(-c3cccc([N+](=O)[O-])c3)o2)cc1 was read as LOX IMVI 95.3, HS 578T 90.7, BT-549 106.6, MALME-3M 86.4, T-47D 102.2, SK-MEL-2 102.1, MCF7 89.8 and MDA-MB-231 96.1.
`COC(=O)[C@H](Cc1ccccc1)NC(=O)C1(C)CCC[C@]2(C)[C@H]3C[C@H]4C(C(C)C)=C[C@]3(CC[C@@H]12)[C@@H]1C(=O)CCC(=O)[C@@H]14` (stereo partly specified) gave LOX IMVI 97.9, HS 578T 92.8, BT-549 97.7, MALME-3M 95.0, T-47D 91.4, SK-MEL-2 98.5, MCF7 95.2 and MDA-MB-231 105.1.
For Cc1c(/C=C(\C#N)C(=O)Nc2c(C)n(C)n(-c3ccccc3)c2=O)c(=O)n2c([nH]c3ccccc32)c1C#N the results were LOX IMVI 101.3, HS 578T 117.6, BT-549 100.1, MALME-3M 97.5, T-47D 86.5, MCF7 93.9 and MDA-MB-231 92.8.
Screening CCN1CCN(c2ccc(NC(=O)Nc3ccc4c(c3)CCN4c3ccnc(C(=O)NC)c3)cc2C(F)(F)F)CC1 returned LOX IMVI 93.5, HS 578T 85.2, BT-549 101.3, MALME-3M 94.4, T-47D 91.5, SK-MEL-2 111.8, MCF7 66.9 and MDA-MB-231 102.6.
`C=CCOc1ccc2c(c1)CC[C@@H]1[C@@H]2CC[C@@]2(C)[C@H]1CC[C@]2(C)O` gave LOX IMVI 76.2, HS 578T 93.0, T-47D 79.9, MCF7 117.4 and MDA-MB-231 64.7.
Screening O=[N+]([O-])c1c(O)c(CNCCCO)cc(CNCCCO)c1O returned LOX IMVI 93.9, HS 578T 97.1, BT-549 119.4, MALME-3M 109.2, T-47D 112.9, SK-MEL-2 87.9, MCF7 111.6 and MDA-MB-231 99.8.
`CCCCS(=O)CCC(N)C(=O)O` (stereo unspecified) gave LOX IMVI 106.0, HS 578T 97.6, BT-549 115.5, MALME-3M 110.4, T-47D 95.2, SK-MEL-2 98.2, MCF7 96.9 and MDA-MB-231 106.4.
Cn1ccnc1C(=O)/C=C/c1ccc(C(=O)Nc2c(F)c(F)c(F)c(F)c2F)cc1 was read as LOX IMVI -83.5*, HS 578T 48.5, BT-549 22.4, MALME-3M 80.9, T-47D 9.1*, SK-MEL-2 96.2, MCF7 13.0 and MDA-MB-231 8.0*.
`O=C1NC2C=CC=CC2/C1=C1/SC(=S)N(C2CC(=O)N(c3ccc(Br)cc3)C2=O)C1=O` (stereo unspecified) gave LOX IMVI 33.8, HS 578T 98.9, BT-549 101.0, MALME-3M 97.6, T-47D 82.9, SK-MEL-2 107.4, MCF7 45.7 and MDA-MB-231 100.8.
`NC(=O)Cc1c[nH]c2ccc(Br)cc12` gave LOX IMVI 99.9, HS 578T 108.6, BT-549 93.5, MALME-3M 90.7, T-47D 102.6, SK-MEL-2 98.1, MCF7 101.7 and MDA-MB-231 104.0.
`COc1cc(-c2nn(-c3cccc(NC(=O)NCCNS(=O)(=O)c4ccc(Cl)cc4)c3)cc2-c2ccncc2)ccc1Cl` gave LOX IMVI -0.9*, HS 578T 18.8, BT-549 -11.6*, MALME-3M 10.9, T-47D 23.8, SK-MEL-2 2.8*, MCF7 4.9* and MDA-MB-231 -2.7*.
Screening COc1ccc(OC)c(-c2cn3nc(-c4cn(C)c5ccc(Br)cc45)sc3n2)c1 returned LOX IMVI 98.5, HS 578T 92.9, BT-549 101.3, MALME-3M 103.0, T-47D 83.0, SK-MEL-2 99.8, MCF7 90.7 and MDA-MB-231 99.6.
`O=C(Nc1ccc2ccccc2c1[N+](=O)[O-])c1ccccc1` gave LOX IMVI 83.4, HS 578T 84.0, BT-549 98.3, MALME-3M 93.8, T-47D 46.2, SK-MEL-2 85.6, MCF7 90.0 and MDA-MB-231 80.9.
C#C[C@]1(O)CC[C@H]2[C@@H]3CC=C4c5sc(-c6ccc7c(c6)OCO7)nc5CC[C@]4(C)[C@H]3CC[C@@]21C was read as LOX IMVI -40.1*, HS 578T -9.4*, BT-549 26.1, T-47D 41.5, SK-MEL-2 28.9, MCF7 -2.0* and MDA-MB-231 51.8.
`COc1ccc2sc(NC(=O)CCCCCCNC(=O)C(O)(O)C(F)(F)F)nc2c1` gave LOX IMVI -81.0*, HS 578T 19.1, BT-549 8.0*, MALME-3M 20.7, T-47D 8.0*, SK-MEL-2 -17.5*, MCF7 9.0* and MDA-MB-231 20.0.
`Cc1ccc(N2CCN(C(C)C(N)=O)CC2)cc1` (stereo unspecified) gave LOX IMVI 107.2, HS 578T 116.6, BT-549 88.9, MALME-3M 107.3, T-47D 102.1, SK-MEL-2 134.2, MCF7 105.8 and MDA-MB-231 101.8.
`NCCCNc1nc2ccccc2c2c(=O)c3cc(F)cc(F)c3sc12` gave LOX IMVI 60.0, HS 578T 76.8, BT-549 93.4, MALME-3M 73.6, T-47D 92.7, SK-MEL-2 110.9, MCF7 75.5 and MDA-MB-231 18.2.
Screening CCCS(=O)(=O)Oc1ccc(NC(=O)C2CCCCC2)cc1 returned LOX IMVI 94.3, HS 578T 103.4, BT-549 104.3, MALME-3M 104.8, T-47D 92.2, SK-MEL-2 100.5, MCF7 93.8 and MDA-MB-231 95.8.
`O=C(c1cc(Br)c(O)c(Br)c1)c1ccccc1C(=O)c1cc(Br)c(O)c(Br)c1` gave BT-549 109.9, MALME-3M 94.9, T-47D 107.2, SK-MEL-2 104.3 and MCF7 94.7.
For CCCCC[n+]1ccc(SCC(=O)N(C)c2ccc(C(F)(F)F)cc2)c2ccccc21 the results were LOX IMVI 78.5, HS 578T 95.0, BT-549 89.6, MALME-3M 88.5, T-47D 91.8, SK-MEL-2 104.0, MCF7 86.7 and MDA-MB-231 83.1.

In the list so far, these contain an aryl methoxy group.
COc1ccc(C(=O)Nc2cccc(-c3cc(=O)c4ccccc4o3)c2)cc1OC was read as LOX IMVI 104.8, HS 578T 91.8, BT-549 99.9, MALME-3M 95.5, T-47D 91.7, SK-MEL-2 105.3, MCF7 90.4 and MDA-MB-231 95.4.
Screening COc1ccc(NC(=O)CSc2ccc(-c3ccc(OC)cc3)nn2)cc1 returned LOX IMVI 76.3, HS 578T 46.3, BT-549 88.0, MALME-3M 74.2, T-47D 81.3, SK-MEL-2 105.1, MCF7 98.2 and MDA-MB-231 71.1.
Screening COc1ccc(C2=NN3C(C2)c2ccccc2OC32C(=O)Nc3ccccc32)cc1 (stereo unspecified) returned LOX IMVI 99.2, HS 578T 104.4, BT-549 104.6, MALME-3M 99.1, T-47D 101.1, SK-MEL-2 106.0, MCF7 92.6 and MDA-MB-231 102.4.
Screening COc1c(C)c2c(c(O)c1C/C=C(\C)CCC(=O)O)C(=O)OC2 returned LOX IMVI 12.1, HS 578T 72.0, BT-549 35.4, MALME-3M 38.8, T-47D 44.7, SK-MEL-2 43.8, MCF7 23.9 and MDA-MB-231 57.0.
`COc1cc(-c2nn(-c3cccc(NC(=O)NCCNS(=O)(=O)c4ccc(Cl)cc4)c3)cc2-c2ccncc2)ccc1Cl` gave LOX IMVI -0.9*, HS 578T 18.8, BT-549 -11.6*, MALME-3M 10.9, T-47D 23.8, SK-MEL-2 2.8*, MCF7 4.9* and MDA-MB-231 -2.7*.
Screening COc1ccc(OC)c(-c2cn3nc(-c4cn(C)c5ccc(Br)cc45)sc3n2)c1 returned LOX IMVI 98.5, HS 578T 92.9, BT-549 101.3, MALME-3M 103.0, T-47D 83.0, SK-MEL-2 99.8, MCF7 90.7 and MDA-MB-231 99.6.
`COc1ccc2sc(NC(=O)CCCCCCNC(=O)C(O)(O)C(F)(F)F)nc2c1` gave LOX IMVI -81.0*, HS 578T 19.1, BT-549 8.0*, MALME-3M 20.7, T-47D 8.0*, SK-MEL-2 -17.5*, MCF7 9.0* and MDA-MB-231 20.0.

Screening data (PubChem BioAssay)
